E coli WT exp: growth inhibitors of wild-type E. coli, primary screen, strain BW25113, expanded library, OD600. OD600 absorbance. AID 710, 2007. hit rate 0.15% among 98,000. growth inhibition, % at 100 µM;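 active = growth inhibition above about 50% at one test dose, limit read from the data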;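 also: growth measured after 20 h incubation at 37 °C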
CYP2C19 activ: human CYP2C19 activators, primary screen, biochemical, luminescence; 96,000 tested, under 10 active; recombinant CYP2C19, luciferin-H EGE luminescence; active compounds read high; 0 = fully inhibited enzyme, 1 = untreated enzyme; AID 1025, 2008; Cytochrome P450 2C19 (Homo sapiens), P33261; activation factor at 5 µM;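 active = activation factor of at least 2 at 5 µM in the primary screen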;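 also: 0 = wells with 2.5 mM tranylcypromine and 1 = vehicle-only wells; values of inactives mirror those of a sister screen read the other way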
CYP2C19 inh: blockers of cytochrome P450 2C19 activity – biochemical, luminescence, ADME assay, primary screen; AID 778, 2007; inhibition, % at 5 µM; hit rate 21% among 96,000; CYP2C19 Supersomes, luciferin-H EGE luminescence, 30 min;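 active = CYP2C19 inhibition above a set limit at 5 µM in the primary screen, cut at about 50% in these data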;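 also: plate controls were negative control wells for no effect and 2.5 mM tranylcypromine positive control for full effect; values of inactives mirror those of a sister screen read the other way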
CYP2C9 activ: human CYP2C9 activators, primary screen, biochemical, luminescence; Cytochrome P450 2C9 (Homo sapiens), P11712; recombinant CYP2C9, luciferin-H conversion; active compounds read high; factor 1 = untreated enzyme, 0 = blocked; activation factor at 5 µM; hit rate 1.4% among 96,000; AID 1024, 2008;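 active = activation factor of 2 or more for CYP2C9 at a 5 µM dose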;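 also: 0 = sulfaphenazole-blocked wells and 1 = vehicle-only wells; values of inactives mirror those of a sister screen read the other way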
Target sequence (P11712 whole entry, looked up): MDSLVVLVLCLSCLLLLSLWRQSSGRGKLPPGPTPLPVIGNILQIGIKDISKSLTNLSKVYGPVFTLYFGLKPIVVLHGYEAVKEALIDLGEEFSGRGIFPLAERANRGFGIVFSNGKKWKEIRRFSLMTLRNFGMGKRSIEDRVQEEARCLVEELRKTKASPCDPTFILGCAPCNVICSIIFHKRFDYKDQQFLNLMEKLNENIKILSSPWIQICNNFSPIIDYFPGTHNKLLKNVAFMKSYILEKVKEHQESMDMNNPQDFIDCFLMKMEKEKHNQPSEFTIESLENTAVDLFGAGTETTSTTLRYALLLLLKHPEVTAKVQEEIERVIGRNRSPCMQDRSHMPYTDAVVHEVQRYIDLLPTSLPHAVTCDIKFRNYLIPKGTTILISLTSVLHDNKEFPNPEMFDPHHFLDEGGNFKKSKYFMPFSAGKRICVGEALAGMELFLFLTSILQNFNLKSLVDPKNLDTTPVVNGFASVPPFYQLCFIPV
CYP2C9 inh: blockers of cytochrome P450 2C9 activity – biochemical, luminescence, ADME assay, primary screen. P11712. CYP2C9 Supersomes, luciferin-H conversion. inhibition, % at 5 µM. hit rate 20% among 96,000. AID 777, 2007;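 active = blocking of liver enzyme CYP2C9 beyond about 50% at 5 µM, limit read from the data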; also: values of inactives mirror those of a sister screen read the other way
EphB4 ephrin blk: EphB4-ephrin-B2 interaction antagonists, primary screen, biochemical, TNYL-RAW peptide probe, fluorescence polarization. Ephrin type-B receptor 4 (Homo sapiens), P54760. EphB4 LBD / TNYL-RAW-Alexa532 peptide. inhibition, % at 7 µM. hit rate 0.15% among 97,000. AID 720, 2007;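 active = inhibition above the screen-wide mean inhibition plus 3 SD, cut at about 15% in these data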;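 also: 0% = DMSO wells and 100% = excess unlabeled TNYL-RAW peptide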
PostGolgi yeast: phenotypic screen on post-Golgi transport, primary screen; post-Golgi transport phenotypic cell assay; AID 739, 2007; hit rate 0.9% among 98,000; inhibition, % at 10 µM; in the data active = inhibition above about 30%;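 also: yeast cells grown in 1536-well plates; yeast grown about 18 h at 30C before absorbance read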
PLAP activator: PLAP enzyme activators, biochemical, luminescence, HTS; purified PLAP enzyme, luminescent substrate read-out; active compounds read high; activation fold at 20 µM; hit rate 1.2% among 96,000; in the data active = activation fold above about 2
Target sequence (P05187 whole entry, looked up): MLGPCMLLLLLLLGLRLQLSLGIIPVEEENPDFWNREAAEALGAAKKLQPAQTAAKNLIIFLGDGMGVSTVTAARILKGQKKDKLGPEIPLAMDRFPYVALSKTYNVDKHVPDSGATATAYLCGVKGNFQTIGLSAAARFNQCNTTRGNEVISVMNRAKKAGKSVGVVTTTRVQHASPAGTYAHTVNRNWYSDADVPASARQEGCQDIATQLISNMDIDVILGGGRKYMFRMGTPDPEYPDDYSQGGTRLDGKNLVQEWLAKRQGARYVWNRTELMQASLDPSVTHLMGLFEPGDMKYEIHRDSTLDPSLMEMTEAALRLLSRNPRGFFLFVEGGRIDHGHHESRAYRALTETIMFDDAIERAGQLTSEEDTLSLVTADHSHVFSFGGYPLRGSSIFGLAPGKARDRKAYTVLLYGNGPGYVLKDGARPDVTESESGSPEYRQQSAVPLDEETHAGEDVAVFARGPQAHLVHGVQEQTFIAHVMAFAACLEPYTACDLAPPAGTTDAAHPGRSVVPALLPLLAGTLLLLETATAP
PTK2B oligo ant: antagonists of Pyk2 self-association, primary screen, Q293 cells, FERM NanoBiT luminescence, HTS; hit rate 0.83% among 99,000; z-score (the deposit names both 25 µM and 10 µM); Protein-tyrosine kinase 2-beta (Homo sapiens), Q14289; active compounds read low;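 active = Z-score of -3 or lower, scaled per plate to the spread of control and sample wells; inactive = z-score above -3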;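 also: negative z-score means lost luminescence so less FERM oligomerization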
Starred values were filed as active, the others as inactive; / = not tested or not shown. Compounds were not picked by outcome; any-hit rate near 31%.

SMILES	E coli WT exp	CYP2C19 activ	CYP2C19 inh	CYP2C9 activ	CYP2C9 inh	EphB4 ephrin blk	PostGolgi yeast	PLAP activator	PTK2B oligo ant
O=C(CSC1=Nc2ccccc2C2=NC(Cc3c[nH]c4ccccc34)C(=O)N12)NC1CCCCC1 (stereo not drawn)	-13	0.8	19	0.6	37	3	-10	1.8	-0.73
COc1ccccc1NC(=O)C(C)NS(=O)(=O)c1ccc(Cl)cc1 (stereo not drawn)	5	0.3	74*	3.4*	-237	2	7	1.1	0.85
O=C(NC1CC2CCCC(C1)N2C(=O)Nc1ccc(Cl)c(C(F)(F)F)c1)C1CC1 (stereo not drawn)	-8	0.7	33	1.1	-7	-4	-5	1	1.1
CCC1Oc2ccccc2N(CC(=O)Nc2ccc3c(c2)OCCO3)C1=O (stereo not drawn)	-6	/	/	/	/	4	-3	/	-2.4
COc1ccc(OC)c(NS(=O)(=O)c2ccc(NC(C)=O)cc2)c1	7	0	100*	0.7	29	-7	-4	1.1	0.36
Cc1sc(NC(=O)c2ccco2)c(C(c2cccnc2)N2CCN(C)CC2)c1C (stereo not drawn)	3	0.9	9	0.8	23	3	-4	1.4	-0.25
COc1ccccc1CNC(=O)CCS(=O)(=O)c1ccc2c(c1)CCCN2C(C)=O	1	1	4	1.2	-20	-6	-3	1.1	-0.18
Cc1ccnc(NC(=O)COC(=O)C2COc3ccccc3O2)n1 (stereo not drawn)	-2	1	3	0.9	5	-6	1	1.3	0.38
O=C(O)C1CCCCC1C(=O)Nc1cccc(C(=O)N2CCCCC2)c1 (stereo not drawn)	1	1	-3	1	5	-1	-1	1.3	-0.12
O=C(CN1CCOCC1)Nc1ccccc1	1	0.9	6	0.9	11	0	19	0.8	1.4
Cc1ccc(-c2nc(CSCC(=O)N3CCN(c4ccccn4)CC3)c(C)o2)cc1	-3	0.7	29	1.6	-60	2	-1	1.5	/
Cc1cc(C)n(C(=O)CNC(=O)CCc2ccccc2)n1	3	0.9	9	1.9	-87	-4	0	1.1	0.76
CC(C)C[C@H](NC(=O)Nc1ccccc1F)C(=O)O	-9	1	2	1	4	1	-4	0.9	-0.31
Cc1ccc(S(=O)(=O)c2c(N)n(NC(=O)c3ccccc3C)c3nc4ccccc4nc23)cc1	-9	0.7	33	0.6	37	6	1	1.9	-0.04
CC(Oc1ccc(Cl)cc1)C(=O)Nc1nccs1 (stereo not drawn)	1	0.6	41	0.6	37	-7	3	1.1	-0.62

Compounds shown so far that contain fluorine, in the order listed:
SMILES	E coli WT exp	CYP2C19 activ	CYP2C19 inh	CYP2C9 activ	CYP2C9 inh	EphB4 ephrin blk	PostGolgi yeast	PLAP activator	PTK2B oligo ant
O=C(NC1CC2CCCC(C1)N2C(=O)Nc1ccc(Cl)c(C(F)(F)F)c1)C1CC1 (stereo not drawn)	-8	0.7	33	1.1	-7	-4	-5	1	1.1
CC(C)C[C@H](NC(=O)Nc1ccccc1F)C(=O)O	-9	1	2	1	4	1	-4	0.9	-0.31

(list continues)
SMILES	E coli WT exp	CYP2C19 activ	CYP2C19 inh	CYP2C9 activ	CYP2C9 inh	EphB4 ephrin blk	PostGolgi yeast	PLAP activator	PTK2B oligo ant
COc1cc(NS(=O)(=O)c2ccc(N/C=C(\C#N)c3nc4cc(Cl)ccc4o3)cc2)nc(OC)n1	-16	1.1	-6	0.4	63*	0	-2	2.1*	0.49
O=C(COC(=O)c1cccs1)NCc1ccc2c(c1)OCO2	6	0.2	78*	0.3	69*	/	-11	0.9	0.44
O=C(CN1CCN(C(=O)c2cccc(F)c2)CC1)Nc1ccccc1F	0	0.6	43	0.7	28	-4	2	1.4	0.03
O=S1(=O)CCN2C(Cc3ccc(SC(F)F)cc3)=CSC2=N1	5	0.9	10	0.9	6	-4	0	0.9	0.16
Cc1c(C=O)c(C=O)c(C)n1Cc1ccccc1	12	0.4	62*	0.7	26	2	1	1.2	-1.1
CCOC(=O)CCS(=O)(=O)c1nc(-c2ccccc2)cc(C(F)(F)F)n1	-7	0.6	42	0.7	28	4	-6	1	0.15
CCOc1ccc(NC(=O)N2CC=C(n3c(=O)[nH]c4ccccc43)CC2)cc1	-1	0.9	11	1	0	6	3	1.2	0.44
COc1ccccc1N(CC(=O)NC(C)(C)C)C(=O)Cn1nnc(-c2ccc(C)o2)n1	-5	0.8	18	0.8	22	-6	30	1.3	1.9
CCn1cc(C(=O)NCCCOC)c(=O)c2cc(S(=O)(=O)N(C)C3CCCCC3)ccc21	-6	0.7	26	0.2	76*	-1	-13	1.3	/
O=C(c1cc(-c2ccc(Cl)cc2)n(-c2ccc(Cl)c(Cl)c2)n1)N1CCOCC1	-9	0.9	12	1.1	-5	6	-9	1.4	-0.06
CCCCNS(=O)(=O)c1cccc(S(=O)(=O)N2CCCC2)c1	-6	0.7	32	0.6	38	/	5	0.9	1.2
O=C(/C=C1\NC2(CCCC2)Cc2ccccc21)N1CCOCC1	5	0.8	20	0.9	7	2	-5	1.2	0.31
Cc1cccc(-c2nnc(SCc3ccc(C#N)cc3)n2Cc2ccco2)c1	-2	0.6	42	0.6	35	-3	-2	1.1	1
Cc1onc(-c2ccccc2Cl)c1C(=O)OCC(=O)c1ccccc1	-7	0.4	58*	0.3	66*	2	-1	0.7	-0.93
CCCCCC(=O)Nc1ccc2oc(-c3ccncc3)nc2c1	10	0.2	78*	0.2	75*	1	28	1.6	0.05
Cc1ccccc1-n1nc(C(=O)O)c(C)c(C#N)c1=O	0	0.7	28	0.9	10	/	-7	0.9	-0.42
Cc1ccc(N(C(=O)c2ccc(Br)o2)C2C=CS(=O)(=O)C2)cc1 (stereo not drawn)	4	0.7	35	0.9	8	3	-10	0.8	/
O=C(c1cccc(C(=O)N2CCN(c3ncccn3)CC2)c1)N1CCN(c2ncccn2)CC1	-5	1	0	0.9	13	7	4	1.2	2.1
COc1ccc(NC(=O)C(c2ccc(C)cc2)N(C)C(=O)c2cnccn2)cc1 (stereo not drawn)	0	0.5	52*	0.5	53*	/	10	1.6	-0.17
O=C(NCC(=O)N(Cc1ccc(F)cc1)C(C(=O)NC1CCCC1)c1ccco1)c1ccco1 (stereo not drawn)	2	0.5	48	0.6	42	-7	23	1.2	0.11
CCC1(C)Cc2c(sc3[nH]c(=O)[nH]c(=O)c23)CS1 (stereo not drawn)	-1	0.8	16	0.7	25	3	1	1.1	1
COc1cc2cc(C(c3nnnn3C3CCCC3)N(C)C3CCCCC3)c(=O)[nH]c2cc1OC (stereo not drawn)	7	/	/	/	/	-8	-1	/	0.56
CCc1ccc2c(c1)C1(SC(NC(C)=O)=NN1C(C)=O)C(=O)N2C(C)C (stereo not drawn)	-2	1	-4	1.1	-10	1	4	1.1	0.85
COc1ccc(CN(C(=O)c2nsc(Cl)c2Cl)C(C(=O)NC2CCCCC2)c2ccc(OC)cc2)cc1 (stereo not drawn)	-18	0.5	51*	0.4	58*	-3	3	1.2	-0.45
CC(NCCO)C(=O)C12CC3CC(CC(C3)C1)C2 (stereo not drawn)	15	1.1	-5	1	-1	0	4	0.9	0.27
CCOC(=O)c1[nH]c(C)c(C(=O)Nc2ccccc2C)c1C	5	0.4	56*	1.1	-11	/	3	1.1	/
Cc1cc(NC(=O)CN2CCN(S(=O)(=O)c3ccc(Cl)cc3)CC2)no1	6	1	-1	1	-1	-5	2	0.8	-0.68
C=CCNC(=S)NNC(=O)c1cccn(Cc2cccc(Cl)c2)c1=O	-12	0.9	9	0.9	8	-6	-2	1.4	0.64
CC(=O)c1c(C)[nH]c(C(=O)COC(=O)CNS(=O)(=O)c2ccccc2)c1C	5	0.8	16	0.8	25	3	-6	1	0.26
CCOC(=O)CSc1nc(C)cc(C)n1	-3	1	-1	1	-2	-5	-11	1	1.2
Fc1ccc(CSc2nnc(-c3cc4c(s3)-c3ccccc3CC4)o2)cc1	-18	0.7	32	0.5	52*	-10	-22	0.9	0.57
Cn1cccc1-c1nc2ccccc2n1Cc1ccccc1	10	0.7	26	0.7	26	-5	-12	0.9	-0.57
CC1=NC(=O)C(N=Nc2cccc(O)c2)N1c1ccccc1 (stereo not drawn)	-5	0.8	20	0.6	39	-5	0	1	-0.83
c1cc2c3c(cccc3c1)C(N1CCCCC1)=N2	15	1.1	-8	1.2	-16	4	0	0.8	-0.43
Cc1cccc(CS(=O)(=O)Cc2ccc(C(=O)NCc3ccco3)o2)c1	9	0.8	19	0.8	24	0	1	1	/
COc1ccc(-c2noc(CCC(=O)Nc3ccc4c(c3)OCCO4)n2)cc1	-5	0.3	66*	0.2	76*	0	13	0.7	0.1
COC(Cc1nnc(SC)n1-c1ccc(Cl)cc1)OC	2	0.9	7	0.9	14	9	-4	1	0.95
CC(=O)Nc1c(C)ccc2nsnc12	0	1.2	-24	1.1	-7	-2	2	0.9	-0.2
CC(=O)C1=C(O)C(=O)N(CCCn2ccnc2)C1c1ccc(C)cc1 (stereo not drawn)	-18	0.4	60*	0.5	47	-1	-2	1	0.65
Cc1nnc(NC2(C(F)(F)F)C(=O)Nc3c2c(=O)n(C)c(=O)n3C)s1 (stereo not drawn)	-2	0.9	13	0.9	7	14	-6	0.9	0.78
O=C(CN1C(=O)CSc2ncccc21)N1CCOCC1	-5	0.9	13	0.6	41	/	-5	1	/
O=C(CSc1nc2ccccc2[nH]1)Nc1ccc2c(c1)OCCO2	26	0.6	38	0.3	72*	-6	-4	1.5	-0.12
Cc1cc(NC(=O)CN2C(=O)NC(Cc3ccccc3)C2=O)no1 (stereo not drawn)	2	0.9	5	0.9	13	0	-3	0.7	-0.14
COc1ccc(N2CSC3=C(C#N)C(c4cccs4)CC(=O)N3C2)cc1 (stereo not drawn)	8	0.9	13	0.7	32	-1	2	1.5	0.7
CCC(=O)Nc1nc2ccccc2n1Cc1ccccc1	0	0.7	29	1	2	/	12	1.5	1.9

Retrieved one by one from the list above, two records:
SMILES	E coli WT exp	CYP2C19 activ	CYP2C19 inh	CYP2C9 activ	CYP2C9 inh	EphB4 ephrin blk	PostGolgi yeast	PLAP activator	PTK2B oligo ant
CC(=O)Nc1c(C)ccc2nsnc12	0	1.2	-24	1.1	-7	-2	2	0.9	-0.2
Cn1cccc1-c1nc2ccccc2n1Cc1ccccc1	10	0.7	26	0.7	26	-5	-12	0.9	-0.57

(further entries)
SMILES	E coli WT exp	CYP2C19 activ	CYP2C19 inh	CYP2C9 activ	CYP2C9 inh	EphB4 ephrin blk	PostGolgi yeast	PLAP activator	PTK2B oligo ant
COC(=O)CNC(=O)C1CCCN1C(=O)CNC(=O)OC(C)(C)C (stereo not drawn)	1	1	-3	1.2	-24	0	-3	0.9	0.85
CC(C)CC(=O)CN1C(=O)C2(OCCO2)c2ccccc21	2	0.8	22	1	-3	-2	-9	1.2	1.4
CCc1ccc(CCC(=O)Nc2sc3c(c2C#N)CCCC3)o1	-5	0.9	9	0.7	34	1	0	1.3	0.97
CCOC(=O)Cn1c(C)nc2c(C(=O)OCC)sc(C)c2c1=O	-4	0.9	8	1	4	-10	5	1.1	0.4
O=c1[nH]cnc2c1N1CCC2CC1	-2	1	1	0.8	15	3	-4	0.8	1
CCN(Cc1ccccc1)C(=O)COc1cc(=O)n(CC)c2ccccc12	15	0.7	35	0.8	20	1	9	1.2	0.21
CC(=O)c1cc(-c2ccccc2)n(CC(=O)N2CCN(C3CCCC3)CC2)c1C	9	1.1	-5	1	-4	2	-6	1.6	-0.96
CCCc1nnc(NC(=O)c2cc3ccccc3oc2=O)s1	-4	1.1	-12	1.2	-21	-1	5	1.3	-1.1
CC(CNS(=O)(=O)c1cc(Cl)ccc1Cl)CN(C)C (stereo not drawn)	2	0.7	30	1	-3	-4	-5	1.3	-0.47
CC(=O)Nc1sc(N)nc1-c1ccccc1	-3	1	0	1	2	4	-8	0.9	/

High-throughput results deposited in PubChem by several laboratories.
